# Screening data (PubChem)
# Ba/F3 V617F tox: reduced viability of JAK2V617F-dependent Ba/F3 cells, primary screen, JAK2V617F inhibitor project, cell-based, Ba/F3 EpoR-JAK2V617F, luminescence; AID 1446, 2008; hit rate 1.1% among 220,000; ATP luminescence; inhibition, % at 5.6 µM;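 active = inhibition above the campaign mean plus 3 SD over all tested compounds, cut at about 24% in these data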;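 also: cytokine-independent growth of Ba/F3 cells driven by EpoR plus mutant JAK2; 0% = DMSO-treated cells and 100% = JAK inhibitor I control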
# TbHK1 inh: Trypanosoma brucei hexokinase 1 inhibitors, primary screen, biochemical, G6PDH-coupled NADH absorbance, MLSCN library. recombinant TbHK1, G6PDH-coupled NADH A340. hit rate 0.11% among 220,000. AID 1430, 2008. hexokinase 1 [Trypanosoma brucei]. inhibition, % at 10 µM;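 active = inhibition of 50% or more in the single-dose primary screen; inactive = inhibition below 50%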
# Furin inh: human furin inhibitors, primary screen, biochemical, fluorescence intensity; inhibition, % at 30 µM; AID 463115, 2010; P09958; hit rate 0.061% among 220,000; purified furin, fluorogenic substrate cleavage; in the data active = inhibition above about 25%; also: inactives centre near -15
# PPC-1+TRAIL kill: compounds killing PPC-1 cancer cells with TRAIL present, primary screen, TRAIL potentiator project, ATPLite luminescence, uHTS. AID 1443, 2008. cell killing (% activity), % at 4 µM. hit rate 0.41% among 220,000. PPC-1 cells + TRAIL, ATPLite viability luminescence;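 active = cell killing above 50% in the first pass at 4 µM, then a duplicate retest at 5 µM averaging 50% or more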;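 also: plate controls were cells with TRAIL plus DMSO for no effect and medium-only wells lacking cells for full effect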
# p97 ATPase inh: inhibitors of human p97 ATPase, primary screen, biochemical. Transitional endoplasmic reticulum ATPase (Homo sapiens), P55072. recombinant p97 ATPase, Kinase-Glo ATP luminescence, 3 h. inhibition, % at 8 µM. hit rate 0.42% among 220,000. AID 1481, 2009; in the data active = inhibition above about 15%;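 also: 0% = DMSO vehicle and 100% = wells lacking enzyme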
# Target sequence (P55072 whole entry, looked up): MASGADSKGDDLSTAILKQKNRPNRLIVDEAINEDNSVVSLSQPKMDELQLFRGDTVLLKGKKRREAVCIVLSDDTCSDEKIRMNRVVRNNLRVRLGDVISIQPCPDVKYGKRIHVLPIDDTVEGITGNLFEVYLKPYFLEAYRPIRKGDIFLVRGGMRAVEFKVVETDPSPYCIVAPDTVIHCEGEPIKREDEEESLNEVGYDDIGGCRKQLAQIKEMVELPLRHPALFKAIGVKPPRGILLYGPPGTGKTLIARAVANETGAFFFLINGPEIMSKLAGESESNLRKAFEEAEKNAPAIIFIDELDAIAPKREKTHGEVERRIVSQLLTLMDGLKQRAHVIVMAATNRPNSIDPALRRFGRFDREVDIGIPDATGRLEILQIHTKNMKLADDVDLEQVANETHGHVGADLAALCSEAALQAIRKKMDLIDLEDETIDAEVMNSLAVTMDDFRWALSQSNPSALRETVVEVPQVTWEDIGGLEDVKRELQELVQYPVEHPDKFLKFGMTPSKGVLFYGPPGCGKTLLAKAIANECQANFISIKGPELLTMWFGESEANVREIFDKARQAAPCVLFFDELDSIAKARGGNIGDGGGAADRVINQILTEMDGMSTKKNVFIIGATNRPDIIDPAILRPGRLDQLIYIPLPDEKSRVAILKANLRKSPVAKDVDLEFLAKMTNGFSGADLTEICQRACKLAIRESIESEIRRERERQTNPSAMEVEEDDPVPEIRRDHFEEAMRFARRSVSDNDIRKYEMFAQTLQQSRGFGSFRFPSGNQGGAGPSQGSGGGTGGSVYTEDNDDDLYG
# NCF1 inh: p47phox/p22phox peptide binding inhibitors, primary screen, biochemical, uHTS, NADPH oxidase regulatory subunit; hit rate 0.53% among 220,000; inhibition, % at 24.7 µM; fluorescence polarization, 2 h; Neutrophil cytosol factor 1 (Homo sapiens), P14598;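 active = inhibition above about 30%, limit read from the data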;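 also: 0% = p47phox with labelled peptide and 100% = labelled peptide alone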
# RBBP9 inhibitor: human RBBP9 inhibitors, primary screen, biochemical, fluorescence polarization, FP-Rh probe, HTS. inhibition, % at 7.94 µM. recombinant RBBP9. hit rate 0.2% among 220,000. Serine hydrolase RBBP9 (Homo sapiens), O75884. AID 1515, 2009;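 active = inhibition above the campaign mean of all tested compounds plus 3 SD, cut at about 14% in these data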;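 also: plate controls were DMSO wells with RBBP9 for no effect and wells lacking RBBP9 protein for full effect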
# Target sequence (O75884 whole entry, looked up): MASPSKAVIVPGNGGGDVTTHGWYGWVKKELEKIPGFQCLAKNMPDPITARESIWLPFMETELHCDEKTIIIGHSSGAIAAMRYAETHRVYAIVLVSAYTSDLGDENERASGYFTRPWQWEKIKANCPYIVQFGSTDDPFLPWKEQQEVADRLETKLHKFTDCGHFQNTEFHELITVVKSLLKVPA
#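 Controls: DMSO-treated enzyme wells and wells lacking RBBP9 | Material: RBBP9 protein | Technique: Fluorescence polarization | Replication: Single well per compound, no replicates | Buffer or medium: Tris-NaCl-Pluronic buffer, pH 8.0 | Timing: 30 min compound preincubation, 45 min probe labeling, 25 °C | Read-out basis: Percent inhibition from mP, scaled between DMSO and no-protein wells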
# BaF3 tox: parental Ba/F3 cell viability inhibition, counter-screen for JAK2V617F inhibitor project, murine pro-B, CellTiter-Glo luminescence; CellTiter-Glo ATP luminescence; inhibition, % at 5.6 µM; hit rate 1.1% among 220,000; AID 1486, 2009;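 active = inhibition above a per-campaign cutoff, the mean inhibition of all tested compounds plus 3 SD, cut at about 27% in these data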;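 also: 0% = DMSO wells and 100% = JAK Inhibitor I control wells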
# PGE2 EP2 inh: human EP2 receptor antagonists, primary screen, TR-FRET cAMP, C6 glioma cells | C6 glioma cells expressing human EP2; cells stimulated with saturating PGE2 | inhibition, % at 25 µM | hit rate 0.52% among 260,000 | AID 1422, 2008;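 active = percent inhibition above 40 after rounding to a whole number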;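 also: rat C6 glioma host cells with rolipram phosphodiesterase inhibitor present; the protocol text gives 20 µM as final concentration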
# Active calls of the source: *; / = no result given; & = joins results of further samples; [ ] = remark or other dose. An excerpt; count on the stated rates, not on these rows.
# Fields – Ba/F3 V617F tox, TbHK1 inh, Furin inh, PPC-1+TRAIL kill, p97 ATPase inh, NCF1 inh, RBBP9 inhibitor, BaF3 tox, PGE2 EP2 inh
1. CCOc1cc2c3c(c1)C1(C(=O)N3C(C)(C)CC2C)C(C#N)=C(N)N2C(=C1C#N)Nc1ccccc12 (stereo not given)
    0, 21, -6, 19, 6, -11, -4, 7, 8
2. CN(C)S(=O)(=O)c1ccc(C(=O)NCC(=O)N/N=C/c2ccco2)cc1
    1, -6, -21, 7, 2, -1, -6, 8, 6
3. COc1cc(NS(=O)(=O)c2ccc(Cl)cc2)c(C(=O)O)cc1OC
    -4, -1, 6, 21, 6, 0, 0, -2, 11
4. COc1ccccc1NS(=O)(=O)c1cccc(N2CC(O)=C(c3ccccc3)C2=N)c1
    2, -1, -9, -28, 4, -9, -7, 11, 7
5. Cc1ccc(C)c(NC(=S)NC(C)C(c2ccccc2)N2CCN(C)CC2)c1 (stereo not given)
    -1, -3, -25, 0, 0, -7, -5, 4, 10
6. Cc1ccccc1C(=O)NNC(=O)CCC(=O)Nc1cccc(Cl)c1C
    1, -4, -24, 15, -7, -9, -10, 7, 5
7. Nc1ccc(C(=O)Nc2ccccc2C(=O)O)cc1
    -2, -9, -1[20 µM], 23, 4, -12, 4, 0, 13
8. Cn1c(SCC(=O)Nc2cccc(O)c2)nnc1-c1ccc(S(=O)(=O)N2CCOCC2)cc1
    3, 24, -18, -16, 3, 37*, -2, 1, 8
9. COc1ccc(NC(=S)N2CCc3ccccc3C2)cc1OC
    -2, 3, -29, 0, 7, -10, -6, 2, 1
10. COC(=O)[C@H](C)NC(=O)NCc1ccccc1
    -1, 8, -20, 15, 7, -1, 3, 1, 5
11. Cc1ccc2nc(NC(=O)C3CCCN(S(=O)(=O)c4cnc[nH]4)C3)sc2c1 (stereo not given)
    3, -1, -10, 5, -5, -2, -8, 2, 15
12. O=C(CCCn1cnc([N+](=O)[O-])n1)Nc1ccc(F)c(Cl)c1
    4, 0, -25, 22, 3, -12, 3, 9, 4
13. CCn1nc(C(=O)NC2=NCCS2)c2ccccc2c1=O
    0, -2, -20, -6, 5, -2, 4, 3, 12
14. Cc1cnc(C(=O)OCC(=O)Nc2cccc(Cl)c2)cn1
    1, 6, -13, 18, 3, 0, -2, 4, 9
15. COC(=O)C1C(=O)CC(C)(O)C(C(=O)OC)C1/C=C/c1ccccc1 (stereo not given)
    -1, -6, -24, 5, -2, -8, -7, 6, -3
16. Cc1ccc(-n2ncc3c(N4CCN(c5ccccc5)CC4)ncnc32)c(C)c1
    1, 4, -11[20 µM], 20, 0, -10, 7, 4, 5
17. COc1ccccc1N/C(N)=N/c1nc(C)cc(C)n1
    2, -3, -11, 16, 4, -2, -4, -4, 12
18. Cc1cccc(C)c1-n1nnnc1S(=O)(=O)Cc1ccccc1Cl
    1, 4, -20[20 µM], 8, -2, -11, -6, 4, 5
19. N/C(=N\NC(=O)c1ccccc1)c1cc2ccccc2oc1=O
    -1, -9, -23, 6, 4, -1, 1, 9, 8
20. O=C1N/C(=N/N=C/c2ccc(F)cc2)SC1c1ccccc1 (stereo not given)
    -2, -42, -24, 11, 0, -3, -6, 4, 10

# Rewritten as tab-separated lines: 12 of the compounds above
entry	structure	Ba/F3 V617F tox	TbHK1 inh	Furin inh	PPC-1+TRAIL kill	p97 ATPase inh	NCF1 inh	RBBP9 inhibitor	BaF3 tox	PGE2 EP2 inh
7	Nc1ccc(C(=O)Nc2ccccc2C(=O)O)cc1	-2	-9	-1[20 µM]	23	4	-12	4	0	13
8	Cn1c(SCC(=O)Nc2cccc(O)c2)nnc1-c1ccc(S(=O)(=O)N2CCOCC2)cc1	3	24	-18	-16	3	37*	-2	1	8
9	COc1ccc(NC(=S)N2CCc3ccccc3C2)cc1OC	-2	3	-29	0	7	-10	-6	2	1
10	COC(=O)[C@H](C)NC(=O)NCc1ccccc1	-1	8	-20	15	7	-1	3	1	5
11	Cc1ccc2nc(NC(=O)C3CCCN(S(=O)(=O)c4cnc[nH]4)C3)sc2c1 (stereo not given)	3	-1	-10	5	-5	-2	-8	2	15
12	O=C(CCCn1cnc([N+](=O)[O-])n1)Nc1ccc(F)c(Cl)c1	4	0	-25	22	3	-12	3	9	4
13	CCn1nc(C(=O)NC2=NCCS2)c2ccccc2c1=O	0	-2	-20	-6	5	-2	4	3	12
14	Cc1cnc(C(=O)OCC(=O)Nc2cccc(Cl)c2)cn1	1	6	-13	18	3	0	-2	4	9
15	COC(=O)C1C(=O)CC(C)(O)C(C(=O)OC)C1/C=C/c1ccccc1 (stereo not given)	-1	-6	-24	5	-2	-8	-7	6	-3
16	Cc1ccc(-n2ncc3c(N4CCN(c5ccccc5)CC4)ncnc32)c(C)c1	1	4	-11[20 µM]	20	0	-10	7	4	5
17	COc1ccccc1N/C(N)=N/c1nc(C)cc(C)n1	2	-3	-11	16	4	-2	-4	-4	12
18	Cc1cccc(C)c1-n1nnnc1S(=O)(=O)Cc1ccccc1Cl	1	4	-20[20 µM]	8	-2	-11	-6	4	5

# Carrying on.
# Fields – Ba/F3 V617F tox, TbHK1 inh, Furin inh, PPC-1+TRAIL kill, p97 ATPase inh, NCF1 inh, RBBP9 inhibitor, BaF3 tox, PGE2 EP2 inh
21. Cc1ccc(NC(=S)NC2CCN(Cc3ccccc3)CC2)cc1C
    3, 4, -23, 12, -4, -5, -3, 9, 12
22. CCc1ccc(C2C(C#N)=C(N)Oc3n[nH]c(CC(=O)OC)c32)cc1 (stereo not given)
    2, 3, -10[20 µM], -6, -4, -5, -14, 1, 13&16
23. O=c1c2ccc(Cl)cc2nc(-c2cccc(C(F)(F)F)c2)n1O
    60*, 5, -13[20 µM], 17, 1, 1, -7, 56*, 16
24. CCC(C)(C)n1nnnc1C(c1ccncc1)N1CCC(C)CC1 (stereo not given)
    0, 3, -18[20 µM], 13, -3, -1, -1, 4, 7
25. N#Cc1ccc(CSc2nnc(Nc3ccccc3)s2)cc1
    5, -2, 0, 20, -6, -3, -7, 4, 7
26. O=C(CSCCO)Nc1nccs1
    -1, 48, -9, 19, -1, -17, -7, 3, 9
27. O=C(NC(c1ccc(Cl)cc1)c1cc(Cl)c2cccnc2c1O)c1cccnc1 (stereo not given)
    4, 6, -8, 24, -3, 32*, -5, 9, 5
28. Cc1nc2ccccc2nc(=O)c1NNc1ccccc1
    2, -21, 1, -5, 5, 74*, 5, 10, 5
29. O=C(NCCCN1CCOCC1)c1ccc(N2CCCC2)c([N+](=O)[O-])c1
    2, 6, -6, /, -3, -1, -8, 10, 6
30. COc1ccc(C(=O)N/C(=C\c2ccco2)C(=O)NCCCn2ccnc2)cc1
    1, -18, -18, 22, -1, -13, -8, 5, 5
31. COc1cccc(CC(=O)Nc2ccc(-c3csc(C)n3)cc2)c1
    -3, -10, -31, 2, 2, 2, -6, -1, 5
32. CCCCOC(=O)c1ccc(NC(=O)C(=O)NCCN(CC)CC)cc1
    0, -9, -17, 17, -6, -9, -11, -2, 11
33. CCOc1c2ccc(C(=O)NCc3ccccc3OC)cc2nn1CC
    0, 1, -11[20 µM], 1, 2, -1, 2, 0, 11
34. CCOc1ccc2[nH]c(=O)c(C(c3nnnn3Cc3ccco3)N3CCC(C)CC3)cc2c1 (stereo not given)
    2, -7, -17[20 µM], -21, -1, -26, 3, 9, 3&10
35. Cc1ccc(NCc2nnc(SCC(=O)N3CCCc4ccccc43)o2)c(C)c1
    1, 4, -24, 7, 3, -19, -4, 2, 2
36. CC(=O)c1ccc(N2CCN(C(=O)c3ccc4nc[nH]c4c3)CC2)cc1
    -2, -27, -9, -2, 3, -12, -5, 7, 12
37. COc1cccc(-c2nnc(SCC(N)=O)n2-c2ccc(Cl)cc2)c1
    3, -5, -19[20 µM], 8, -3, -1, -6, 4, 21
38. Cc1nn(-c2ccccc2)c(C)c1-c1cc(C(=O)N/N=C/c2ccc(O)cc2)[nH]n1
    -4, -65, -22, 3, 11, -53, -1, -2, 11
39. COc1cc(OC)cc(-c2nnc(SCC(=O)Nc3cc(C)on3)o2)c1
    1, 1, -18[20 µM], /, 5, /, -7, 95*, /
40. CCCCC(c1nnnn1CCOC)N1CCN(c2cccc(OC)c2)CC1 (stereo not given)
    7, 4, -7, 11, -8, -13, -6, 10, 13
41. COc1ccccc1/C=C/C=N/NC(=O)CN1CCN(S(=O)(=O)c2ccc(C)cc2)CC1
    1, -36, -2, 22, -2, -8, -7, 4, 6
42. Cc1cccc2nc(CSc3nc4ccc([N+](=O)[O-])cc4[nH]3)cn12
    0, -11, -25, 6, 2, -10, -8, 3, 15
43. Cc1nn(-c2ccccc2)c(C)c1CN
    3, 5, -14, 21, -5, 1, -6, 4, 4
44. CCOc1c(Br)cc(CNc2ncn[nH]2)cc1OC
    -2, -6, -23[20 µM], 8, 4, -14, -2, 4, 7
45. CN1CCN(c2ccccc2NC(=O)c2ccc(Br)o2)CC1
    -1, 3, -20[20 µM], 44, 1, 1, -2, 5, 11
46. Nc1ncc(-c2ccccc2)c(-c2ccc(OCc3ccccc3)cc2O)n1
    0, -33, -18, 18, -2, 0, 2, -2, 8
47. Cc1ccc2c(c1)c1c(n2CC(O)Cn2nc(C)c(Br)c2C)C(=O)CCC1 (stereo not given)
    6, 7, 0[20 µM], 16, -3, -6, -6, 2, 10
48. Fc1ccc(NC2=NCCCCC2)cc1
    6, 8, -6, 28, -2, -2, -11, 8, 6
49. COC(=O)CSc1nnc(CNC(=O)c2ccccc2OC)n1-c1ccc(OC)cc1
    -3, 2, -19, -1, 2, -4, -8, -1, 9
50. O=C(CCc1nc(-c2ccccc2F)no1)NCCN1CCOCC1
    -3, 1, 12[20 µM], 20, 7, -1, -3, 2, 8
51. Cc1cc(NC(=O)c2cc(C)on2)no1
    3, 3, -6[20 µM], -3, 0, -13, 0, 4, 0
52. O=C(Nc1nnc(C2CC2)o1)c1ccc(S(=O)(=O)N2CCCc3ccccc32)cc1
    /, 0, -14, 14, /, 6, /, /, /
53. COc1cccc(-c2cc(C(=O)NCCCn3ccnc3)c3ccccc3n2)c1
    1, -8, 2, 27, -6, -13, -2, 8, 6
54. CSCC[C@@H](C(=O)Nc1ccc2c(c1)OCCO2)N1Cc2ccccc2C1=O
    -1, -7, -39, -14, 1, -7, -5, 5, 16
55. O=C(NCC1CCN(c2ccc(S(=O)(=O)N3CCOCC3)cc2)CC1)c1cccc(Cl)c1
    -2, -7, -14[20 µM], 6, 3, -33, -1, 4, 6
56. S=c1[nH]nc(Cn2nnc3ccccc32)n1-c1ccc(Cl)cc1
    0, -1, -14, 14, 3, 0, -11, 4, 1
57. CC(=O)C1=C(C)NC(SCC(=O)c2ccc(F)cc2)=C(C#N)C1CC(C)C (stereo not given)
    3, -12, -15, 46, 2, -1, -2, 6, 8
58. O=C(O)c1ccccc1NS(=O)(=O)c1cccc2cccnc12
    0, 5, -13[20 µM], -19, -5, -5, -11, 2, 13
59. Cn1c(C(=O)NCCCN2CCCC2=O)cc2c(=O)n(C)c3ccccc3c21
    3, -11, -18, 8, -5, -4, -8, 4, 7
